# TDP1 cell CPT – growth inhibition of DT40 Tdp1-/-;hTDP1 cells with camptothecin (screen for TDP1 inhibitors); chicken DT40 Tdp1-/-;hTDP1 cells + 20 nM CPT, ATP luminescence, 48 h; Potency, µM (top dose mostly 46.2 µM), for the others: at the highest dose activity change, negative = growth inhibition, hits mostly inhibitors; hit rate 12% among 420,000; AID 686979; note: nearly all actives have a fitted effect of over 55% in size
#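 Chicken DT40 Tdp1-/- cells stably complemented with human TDP1 were seeded at 400 cells/well in medium containing 20 nM camptothecin, exposed to pin-transferred compounds, and grown at 37 °C for at least 48 hr. Viability was read as ATP luminescence.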
# TDP1 inh – blocks human tyrosyl-DNA phosphodiesterase 1. AID 485290. hit rate 0.28% among 350,000. Potency, µM (top dose mostly 130 µM), for inactives: at the top dose activity change, negative = inhibition, hits mostly inhibitors. recombinant TDP1, AlphaScreen DNA substrate cleavage. Q9NUW8; note: nearly all actives have a fitted effect of over 40% in size
# Target sequence (Q9NUW8 whole entry, looked up): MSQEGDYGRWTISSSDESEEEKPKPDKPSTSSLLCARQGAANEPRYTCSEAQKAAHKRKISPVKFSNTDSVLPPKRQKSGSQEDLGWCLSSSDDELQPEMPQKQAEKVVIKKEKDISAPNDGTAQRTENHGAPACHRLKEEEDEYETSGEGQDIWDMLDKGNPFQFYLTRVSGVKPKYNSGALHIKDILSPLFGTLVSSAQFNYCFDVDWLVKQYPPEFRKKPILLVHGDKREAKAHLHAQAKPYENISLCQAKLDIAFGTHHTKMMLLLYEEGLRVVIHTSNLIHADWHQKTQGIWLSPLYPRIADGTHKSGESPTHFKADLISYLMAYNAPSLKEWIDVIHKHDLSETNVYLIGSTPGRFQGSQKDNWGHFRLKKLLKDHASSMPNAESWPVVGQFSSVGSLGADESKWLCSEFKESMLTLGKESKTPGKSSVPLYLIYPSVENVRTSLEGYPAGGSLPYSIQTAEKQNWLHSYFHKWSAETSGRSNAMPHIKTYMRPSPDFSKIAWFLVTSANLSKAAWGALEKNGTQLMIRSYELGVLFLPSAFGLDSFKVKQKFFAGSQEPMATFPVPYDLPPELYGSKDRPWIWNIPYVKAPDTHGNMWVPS
#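 Enzyme-compound mixtures sat 15 min at room temperature, followed by a 5 min reaction with 15 nM final substrate and 10 min with AlphaScreen beads. Recombinant human Tdp1 was used at 1 nM final.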
# DT40 TDP1 no CPT – qHTS for Inhibitors of human tyrosyl-DNA phosphodiesterase 1 (TDP1): qHTS in cells in absence of CPT; DT40 Tdp1-/- hTDP1 cells, no CPT, ATP luminescence, 48 h; Potency, µM (doses to about 46.2 µM), without a hit: at the highest dose activity change, negative = growth inhibition, usual class: inhibitors; hit rate 15% among 420,000; AID 686978, 2013; note: nearly all actives have a fitted effect of over 55% in size
#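 Compound effects on proliferation are scored in DT40 Tdp1-/-;hTDP1 cells in the absence of CPT. ATP levels (CellTiter-Glo luminescence) are recorded after a ≥48 hr, 37 °C incubation.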
# * marks the source's active call; other numbers are inactive results; ? = inconclusive; . = no result given; & = joins results of further samples; [ ] = another dose, or the depositor's remark. Calls come from the whole dose curve; as a rule, active = well fitted curve in the direction sought with a large enough effect; inconclusive = small, poorly fitted or top-dose-only effect, or another doubt; inactive = no such curve, though single readings can be large; an effect the other way counts as inactive or inconclusive. % is set by controls: 0 for no effect and ±100 for the full control effect; potency is the fitted concentration of half-maximal effect.
compound	TDP1 cell CPT	TDP1 inh	DT40 TDP1 no CPT
Cc1cccc(NC(=O)Nc2ccc(S(=O)(=O)Nc3onc(C)c3C)cc2)c1	4%	2%	-3%
CC(C)C(C(=O)NCC1CCCO1)N(C(=O)CNS(=O)(=O)c1ccccc1)c1ccc(F)cc1 (configuration not stated)	0%	0%[0.0935 µM]	-9%
O=C(Cc1ccc(-c2ccccc2)cc1)NCCS(=O)(=O)N1CCN(c2ccc(F)cc2)CC1	10%	-2%	-11%
COC(=O)Cn1c(=O)c2c(nc3n2CCCN3CCc2ccccc2)n(C)c1=O	-25%	.	?
Cc1ccc(Cl)cc1N1CCN(CC(=O)Nc2ccc3[nH]c(=O)[nH]c3c2)CC1	-26%	-9%	-5%
Cc1c(C(=O)NCc2cccs2)oc2ccc(Br)cc12	6%	3%	-17%
CCc1nc2ccc(C(=O)Nc3cccc(OCC(=O)N(C)C)c3)cn2c1N(C)Cc1cc2ccccc2s1	16µM*	.	16µM*
CC(C)CCC[C@](C)(O)c1ccc(C(=O)O)cc1O	1%	.	-5%
CCn1c(/C=C/c2cccc([N+](=O)[O-])c2)nc2ccccc2c1=O	?	2%	?
CN1CCN(c2ccc(S(=O)(=O)N3CCCCC3)cc2NC(=O)Cc2c(F)cccc2Cl)CC1	?	.	?
CCCCOC1(c2ccccc2)OC(=O)c2ccccc21 (configuration not stated)	-12%	-4%	1%
CCOc1cc(/C=N/NC(=O)COc2nc(C)cc(COC)c2C#N)ccc1O	-4%	-2%	-9%
O=c1[nH]c2ccc(NCc3ccc(-c4ccc(F)cc4)o3)cc2[nH]1	-23%	2%	-13%
COc1ccc(C(=O)C2CCCN(C(=O)c3ccccc3C(C)=O)C2)cc1F (configuration not stated)	?	3%	?
COc1ccccc1C(=O)O/N=C(\N)c1ccc(Cl)cc1	2%	8%	-8%
O=C(c1ccc(Cl)cc1)N1CCC(O)(CSc2ccccc2)CC1	?	0%	?
CCOc1ccc(S(=O)(=O)N(C)c2ccc(OCC(=O)Nc3nccs3)cc2)cc1	16%	0%	?
CCN(CC)c1ccc(C(=O)NCc2ccc3c(c2)CCN3C(=O)c2ccc(F)cc2)cc1	5.8µM*	3%	4.6µM*
O=C(Nc1ccccc1)Nc1ncc([N+](=O)[O-])s1	6.5µM*	8%	4.6µM*
CCNC(=O)C1(C)CCCN(C(=O)c2ccc(F)c(C)c2)C1 (configuration not stated)	-7%	.	-1%

# Compound profiles, as listed above. Screens in order: TDP1 cell CPT, TDP1 inh, DT40 TDP1 no CPT
# Record of COc1ccc(C(=O)C2CCCN(C(=O)c3ccccc3C(C)=O)C2)cc1F (configuration not stated) : ?, 3%, ?
# Record of Cc1ccc(Cl)cc1N1CCN(CC(=O)Nc2ccc3[nH]c(=O)[nH]c3c2)CC1 : -26%, -9%, -5%
# Record of O=C(Nc1ccccc1)Nc1ncc([N+](=O)[O-])s1 : 6.5µM*, 8%, 4.6µM*

# In the list so far, these have a nitro group on carbon.
compound	TDP1 cell CPT	TDP1 inh	DT40 TDP1 no CPT
CCn1c(/C=C/c2cccc([N+](=O)[O-])c2)nc2ccccc2c1=O	?	2%	?
O=C(Nc1ccccc1)Nc1ncc([N+](=O)[O-])s1	6.5µM*	8%	4.6µM*

# A different layout for part of the listing above:
> COc1ccc(C(=O)C2CCCN(C(=O)c3ccccc3C(C)=O)C2)cc1F (configuration not stated)
  TDP1 cell CPT: ?	TDP1 inh: 3%	DT40 TDP1 no CPT: ?

> COc1ccccc1C(=O)O/N=C(\N)c1ccc(Cl)cc1
  TDP1 cell CPT: 2%	TDP1 inh: 8%	DT40 TDP1 no CPT: -8%

> O=C(c1ccc(Cl)cc1)N1CCC(O)(CSc2ccccc2)CC1
  TDP1 cell CPT: ?	TDP1 inh: 0%	DT40 TDP1 no CPT: ?

> CCOc1ccc(S(=O)(=O)N(C)c2ccc(OCC(=O)Nc3nccs3)cc2)cc1
  TDP1 cell CPT: 16%	TDP1 inh: 0%	DT40 TDP1 no CPT: ?

# (listing goes on)
compound	TDP1 cell CPT	TDP1 inh	DT40 TDP1 no CPT
c1cc2c3c(cccc3c1)C(N1CCCCCC1)=N2	-3%	1%	-22%
C=CCn1c(SCC(=O)OCc2ccccc2)nc2c1c(=O)n(C)c(=O)n2C	-11%	6%	-6%
COC(=O)CCCC1=CC2=C(c3ccccc3)C(=O)C(C)(OC(=O)C3CCCC3)C(=O)C2=CN1C1CCCC1 (configuration not stated)	?	6%[21 µM]	16µM*
CCOC(=O)CSc1nc2sc3c(c2c(=O)n1CC)CC(C)(C)OC3	0%	-1%	-15%
CCc1ccc(CNC(=O)C2CCCN(S(=O)(=O)N(CC)c3ccccc3)C2)cc1 (configuration not stated)	?	0%	?
Cc1nn(C(=O)c2ccccc2F)c(C)c1S(=O)(=O)N1CCOCC1	-4%	7%	-3%
CN(C)c1ccc(NC(=O)Nc2csc3ccccc23)cc1	-3%	12%	-26%
Clc1ccc(CSc2nc(NCCc3ccccc3)c3ccccc3n2)cc1	9.2µM*	4%	6.5µM*
COc1ccc(C(O)c2nc3ccccc3n2C)cc1OC (configuration not stated)	9.2µM*	0%	12µM*
Cc1cc(C)cc(Oc2ccc(NC(=O)C3CC=CCC3C(=O)O)cc2)c1 (configuration not stated)	-4%	3%	3.7µM*
CCOC(=O)CSc1nnc(CNC(=O)Cc2ccccc2)n1C	-11%	-4%	22%
CC[C@@H](C)CCCCC(=O)N[C@@H](CCNCS(=O)(=O)O)C(=O)N[C@H](C(=O)N[C@@H](CCNCS(=O)(=O)O)C(=O)N[C@H]1CCNC(=O)[C@H]([C@@H](C)O)NC(=O)[C@H](CCNCS(=O)(=O)O)NC(=O)[C@H](CCNCS(=O)(=O)O)NC(=O)[C@H](CC(C)C)NC(=O)[C@@H](CC(C)C)NC(=O)[C@H](CCNCS(=O)(=O)O)NC1=O)[C@@H](C)O	?	.	9.4µM*
O=C(CCN1C(=O)/C(=C\c2ccc(F)cc2)SC1=S)Nc1ccc(O)cc1	-13%	4%	23µM*
CCCN1CCC(=O)N([C@H](CO)c2ccccc2)CC1	-3%&-1%	.	1%&2%
FC(F)(F)c1cccc(CN2CCN(c3ncccn3)CC2)c1	-5%	.	-9%
CC(=O)c1c(C)nc(-c2ccc(Cl)cc2Cl)n1O	-5%	2%	-5%
COc1ccc(S(=O)(=O)NCCc2csc(-c3ccc(F)cc3)n2)cc1	12µM*	-3%	15µM*
CCn1cc(C(=O)OCC(=O)Nc2cccc(Cl)c2Cl)c(=O)c2ccc(C)nc21	-22%	-3%	1%
Cc1cc(N2CCC(C)CC2)nc2ccc(N3C(=O)CCC3=O)cc12	-24%	0%	?
O=C(NCc1ccco1)c1nnc(Cc2ccc(Cl)cc2)o1	-17%	0%	-28%

# (continued)
compound	TDP1 cell CPT	TDP1 inh	DT40 TDP1 no CPT
O=C(O)c1cccc(-c2ccccc2)c1O	9%	.	11%
CCOc1ccc(NC(=O)c2ccc(NC(=S)NC3CCCCC3)cc2)cc1	21µM*	6%	?
COc1ccc(N2CCN(C(=O)CS(=O)Cc3nc(-c4ccc(OC)c(OC)c4)oc3C)CC2)cc1 (configuration not stated)	?	6%	?
CCNC(=S)N/N=C/c1ccccc1[N+](=O)[O-]	23µM*	9%	?
CC(=O)Nc1cccc(C(=O)NC2CCCc3c2cnn3-c2ccccc2F)c1 (configuration not stated)	-2%	3%	0%
CCOc1ccc(OCCC(=O)N2CCN(S(=O)(=O)c3ccc(F)cc3)CC2)cc1	?	.	1%
Cn1nc(C(=O)OCC(=O)Nc2ccc(Cl)cc2Cl)c2ccccc2c1=O	?	-5%	?
COC(=O)c1cccc(NC(=O)CC2C(=O)NCCN2C(=O)c2ccc(F)cc2F)c1 (configuration not stated)	10%	1%	10%
CCOC(=O)N1CCN(c2c(NCCN(C)Cc3ccccc3)c(=O)c2=O)CC1	-1%	-3%	-25%
Cc1nc(C(F)(F)F)ccc1C(=O)N1CCC1(C)C(=O)NS(=O)(=O)c1cccc(Cl)c1 (configuration not stated)	-11%	.	-2%
C[C@@H]1C(=O)OC[C@H]1NC(=O)OCc1ccccc1	7%	0%	16%
CCOC(=O)c1c(-c2ccc(C)o2)csc1NC(=O)CN1CCCCC1	?	6%	21µM*
O=C(Cc1c(F)cccc1Cl)c1ccc(O)cc1O	-27%	8%	-25%
CN=C(NC1CCCCC1)c1ccc([N+](=O)[O-])cc1	2%	0%	5%
CCOCCCN(Cc1cc2cc(C)cc(C)c2[nH]c1=O)C(=O)N(CC)CC	15µM*	5%	16µM*
COc1ccc(/C=C/C(=O)Nc2cc(S(=O)(=O)N3CCOCC3)ccc2N2CCCC2)cc1OC	-6%	0%	-20%
Cc1ccc(SCc2nc(-c3ccc(C(=O)NCC(C)c4ccccc4)cc3)oc2C)cc1 (configuration not stated)	8.2µM*	3%	6.5µM*
COc1ccc(CN2COc3ccc4c(-c5ccc(OC)cc5)cc(=O)oc4c3C2)cc1	9.2µM*	2%	21µM*
CN(C(=O)c1ccc(=O)n(Cc2ccc(Cl)cc2)c1)c1ccccc1	7%	2%	-4%
COc1ccccc1C(=O)NCC(=O)NCCC(c1ccccc1)c1ccccc1	15µM*	0%	16µM*

# Some of the entries so far, as labelled records.
Compound: CCNC(=S)N/N=C/c1ccccc1[N+](=O)[O-]
  TDP1 cell CPT: 23µM*
  TDP1 inh: 9%
  DT40 TDP1 no CPT: ?
Compound: CC(=O)Nc1cccc(C(=O)NC2CCCc3c2cnn3-c2ccccc2F)c1 (configuration not stated)
  TDP1 cell CPT: -2%
  TDP1 inh: 3%
  DT40 TDP1 no CPT: 0%
Compound: CCOc1ccc(OCCC(=O)N2CCN(S(=O)(=O)c3ccc(F)cc3)CC2)cc1
  TDP1 cell CPT: ?
  TDP1 inh: .
  DT40 TDP1 no CPT: 1%

# Next section
compound	TDP1 cell CPT	TDP1 inh	DT40 TDP1 no CPT
O=C(CN1CCOCC1)N/N=C/c1ccc(C(=O)O)cc1	-5%	-8%	19%
COc1ccccc1/C=N/NC(=O)CC(=O)NCc1cccnc1	29%	3%	-11%
Cc1ccc(Cn2c(C)c3cnn(CC(=O)NCc4ccccc4)c(=O)c3c2C)cc1	2.9µM*	0%	2.9µM*
COc1cccc(N2CCN(C(=O)c3oc4ccccc4c3NC(=O)Cc3ccc(OC)c(OC)c3)CC2)c1	16µM*	7%	?
Cc1ccc(N(C)S(=O)(=O)c2cccc(C(=O)Nc3nnc(C4CC4)s3)c2)cc1	-16%	-3%	?
CCOC(=O)c1c(S(=O)(=O)N2CCCC(C(=O)NCc3ccc(Cl)cc3)C2)c(C)n(C)c1C (configuration not stated)	13µM*	0%	?
O=C(Nc1c(Cl)cc(Cl)cc1C(=O)NCCN1CCOCC1)c1cccc([N+](=O)[O-])c1	4%	-3%	-19%
CC(=O)Nc1cccc(/C(C)=N/NC(=O)c2ccccc2Cl)c1	?	-1%	?
O=C(NNC(=O)c1ccccc1F)c1ccco1	9%	.	0%
O=C(CN1N=C(c2ccc(Cl)cc2)CCC1=O)NCCN1CCc2ccccc2C1	?	4%	?
Cc1cccc(NC(=S)NC2CC3CCCC(C2)N3Cc2ccccc2)c1C (configuration not stated)	16µM*	2%	?
CCn1c(O)c(N=NC2=NC(=O)CS2)c2cc(C)ccc21	-30%	6%	-23%
CC(C)CC(=O)Nc1nc(-c2ccc(S(=O)(=O)N3CCOCC3)cc2)cs1	13µM*	-12%	16µM*
Cn1c(=O)c2c(nc(CN3CCN(c4ccccc4)CC3)n2Cc2c(F)cccc2Cl)n(C)c1=O	21µM*	-2%	8.2µM*
CCn1c(O)c(/C=C2\C=NN=C2c2ccccc2)sc1=S	-5%	.	?

# The order is random (roughly 18% active in at least one column).
